# Source: PubChem
# PfHsp40 yeast = rescue of yeast from PfHsp40 toxicity, primary screen, S. cerevisiae, ATP luminescence | growth rescue, % at 12.5 µM | S. cerevisiae expressing PfHsp40, growth rescue | 0.68% of 340,000 active | AID 504582, 2011; in the data active = growth rescue above about 28%, passing the limit was not always enough; inconclusive = no clear call, values can overlap the other calls;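 note: yeast W303a lacking pdr1 and pdr3 grown in galactose medium; growth measured after three days at 30 °C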
# FadD28 FP inh = inhibitors of FadD28 bisubstrate probe binding, primary screen, biochemical, fluorescence polarization, single point. Mycobacterium tuberculosis FadD28 fatty-acid-AMP ligase. 0.22% of 360,000 active. inhibition, % at 12.5 µM; in the data active = inhibition above about 8.5%, passing the limit was not always enough; inconclusive = no clear call, values can overlap the other calls
# BoNT F protease = BoNT/F light chain protease inhibitors, primary screen, biochemical, flow cytometry, MLPCN library; Multiplex microsphere protease cleavage assay; inhibition, % at 10 µM; AID 588497, 2011; Botulinum neurotoxin type F light chain protease (Clostridium botulinum); 0.22% of 360,000 active; in the data active = inhibition above about 35%, passing the limit was not always enough; inconclusive = no clear call, values can overlap the other calls; note: plate controls were buffer without enzyme for full effect and enzyme alone for no effect
# BioA inh = M. tuberculosis BioA enzyme inhibitors, primary screen, biochemical, plate reader, single point, HTS; 7,8-diaminopelargonic acid synthase BioA (Mycobacterium tuberculosis); purified M. tuberculosis BioA enzyme; inhibition, % at 9.99 µM; 0.096% of 360,000 active; in the data active = inhibition above about 40%; inconclusive = no clear call, values can overlap the other calls
# BoNT-A LC inh2 = BoNT/A light chain protease inhibitors, primary screen, biochemical, flow cytometry, MLPCN library. Botulinum neurotoxin type A light chain protease (Clostridium botulinum A str. ATCC 3502). multiplex microsphere protease substrate cleavage. inhibition, % at 10 µM. 0.17% of 360,000 active; note: plate controls were buffer without enzyme for full effect and enzyme alone for no effect
# FBA Mtb inh = Mtb FBA enzyme inhibitors, primary screen, biochemical, fluorescence, strain H37Rv. Fructose-bisphosphate aldolase (Mycobacterium tuberculosis (strain ATCC 25618 / H37Rv)), …. purified M. tuberculosis FBA, fluorescence read-out. inhibition, % at 1 µM. 2.3% of 360,000 active; in the data active = inhibition above about 27%;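 note: 0% = vehicle and 100% = reference inhibitor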
# Target sequence (P9WQA3 whole entry, looked up): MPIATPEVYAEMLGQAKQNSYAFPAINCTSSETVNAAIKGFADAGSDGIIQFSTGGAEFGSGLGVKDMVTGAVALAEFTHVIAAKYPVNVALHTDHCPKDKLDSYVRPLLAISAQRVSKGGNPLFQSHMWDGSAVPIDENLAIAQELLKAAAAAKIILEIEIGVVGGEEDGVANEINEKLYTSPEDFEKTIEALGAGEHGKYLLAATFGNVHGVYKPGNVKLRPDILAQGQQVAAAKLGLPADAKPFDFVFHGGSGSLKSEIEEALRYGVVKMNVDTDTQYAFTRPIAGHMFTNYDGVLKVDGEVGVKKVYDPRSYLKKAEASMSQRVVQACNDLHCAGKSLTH
# Mtb UGM inh = M. tuberculosis UGM enzyme inhibitors, primary screen, biochemical, fluorescence polarization, single point; UDP-galactopyranose mutase (Mycobacterium tuberculosis (strain ATCC 25618 / H37Rv)), …; purified UGM, fluorescence polarization probe displacement; inhibition, % at 10 µM; 0.06% of 320,000 active; AID 504406, 2011; in the data active = inhibition above about 10%, passing the limit was not always enough; inconclusive = no clear call, values can overlap the other calls
# Target sequence (P9WIQ1 whole entry, looked up): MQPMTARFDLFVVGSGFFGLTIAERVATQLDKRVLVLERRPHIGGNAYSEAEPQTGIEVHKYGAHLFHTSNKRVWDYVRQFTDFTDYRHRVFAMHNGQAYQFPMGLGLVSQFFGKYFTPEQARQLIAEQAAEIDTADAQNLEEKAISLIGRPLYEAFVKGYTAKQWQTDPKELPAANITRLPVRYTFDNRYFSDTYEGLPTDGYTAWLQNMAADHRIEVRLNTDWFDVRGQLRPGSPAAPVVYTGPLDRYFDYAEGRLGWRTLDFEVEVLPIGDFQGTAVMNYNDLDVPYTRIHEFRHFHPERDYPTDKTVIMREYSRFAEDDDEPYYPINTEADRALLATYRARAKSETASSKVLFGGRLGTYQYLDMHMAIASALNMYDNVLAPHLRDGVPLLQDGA
# GDH-TPI inh = GDH-TPI coupling enzyme inhibitors, primary screen, artefact control for M. tuberculosis FBA inhibitor project, biochemical, absorbance, full deck; inhibition, % at 4.8 µM; 1.2% of 360,000 active; GDH-TPI coupled enzyme counterscreen, NADH absorbance; AID 588335, 2011; in the data active = inhibition above about 30%;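 note: 0% = DMSO wells and 100% = wells lacking the enzyme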
# Anthrax LF inh2 = Bacillus anthracis LF protease inhibitors, primary screen, biochemical, multiplex microsphere, MLPCN library; Lethal factor (Bacillus anthracis), P15917; multiplex microsphere protease cleavage assay; inhibition, % at 10 µM; 0.12% of 360,000 active; note: plate controls were buffer without enzyme for full effect and enzyme alone for no effect
# Active calls of the source: *; u = inconclusive; x = no result given; + = active, no number. Cut-off read from the data, not from the text of the source, unless noted: active = inhibition above about 30%; inconclusive = no clear call, values can overlap the other calls; inactive = below that.
SMILES,PfHsp40 yeast,FadD28 FP inh,BoNT F protease,BioA inh,BoNT-A LC inh2,FBA Mtb inh,Mtb UGM inh,GDH-TPI inh,Anthrax LF inh2
O=C(NCCN1CCOCC1)c1cc(Sc2cccc(Cl)c2)nc2ccccc12,1.8,-2.5,-4,-0.5,0.3,0,-0.7,9,-3
CCOc1ccc(S(=O)(=O)Nc2ccc(C(=O)N3CC(C)OC(C)C3)cc2)cc1 (configuration not stated),-0.8,0.0,-2,0.8,-3.2,1,1.0,2,-2
O=C(O)CCN(CCC(=O)O)c1ccccc1,-0.6,-1.7,-6,-0.4,0.9,2,-0.7,1,-4
CN(Cc1ccccc1)CC(O)COc1ccc(CNCCOc2cccnc2)cc1 (configuration not stated),1.6,-0.8,-6,x,0.1,-1,4.3,-3,-2
CC(=O)c1cccc(NC(=O)CN(C)Cc2ccc(OC(F)F)cc2)c1,0.8,-5.9,-6,1.5,0.5,-2,-1.7,-1,-9
COc1cccc(-c2nn3c(-c4ccccn4)nnc3s2)c1,0.6,-4.0,3,2.7,u,1,0.3,-11,-7
CCOc1ccc(CNC(=O)c2cc3oc4ccccc4c3n2C)cc1,2.4,0.3,14,-1.2,-0.2,1,1.0,4,1
Cc1ccc(C(c2nnnn2CCC(C)C)N2CCN(C)CC2)cc1 (configuration not stated),1.7,-1.5,2,-0.1,0.8,-13,-0.5,-12,1
Cc1cc(C)c2cc(C(=O)N3CCC(C(=O)c4ccc(F)cc4)CC3)[nH]c2c1,7.4,-1.5,-2,0.5,1.6,2,4.0,12,1
Cc1ccc(Cn2cnc3c(cnn3C(C)(C)C)c2=O)cc1,-1.0,-0.5,0,x,-0.9,-1,-2.5,-4,-1

# Individual results from the entries so far.
# Under FadD28 FP inh, O=C(O)CCN(CCC(=O)O)c1ccccc1 shows -1.7
# Under PfHsp40 yeast, Cc1cc(C)c2cc(C(=O)N3CCC(C(=O)c4ccc(F)cc4)CC3)[nH]c2c1 shows 7.4

# (further entries)
SMILES,PfHsp40 yeast,FadD28 FP inh,BoNT F protease,BioA inh,BoNT-A LC inh2,FBA Mtb inh,Mtb UGM inh,GDH-TPI inh,Anthrax LF inh2
COc1ccc(-c2cc(C)no2)cc1S(=O)(=O)N1CCCN(Cc2ccc(F)cc2)C1,0.8,1.5,2,-0.3,4.1,-1,3.5,0,2
COc1ccccc1CCNC(=O)C(=O)NCC1OCCN1S(=O)(=O)c1ccc(OC)c(OC)c1 (configuration not stated),0.0,-1.7,-4,-0.5,-1.0,5,-2.8,10,-3
Cc1ccc(S(=O)(=O)c2cc3c(=O)n4ccccc4nc3n(CCCN3CCOCC3)c2=N)cc1C,-0.3,-1.9,-3,-1.7,2.2,128*,2.2,17,2
CCc1c(C)nc2cc(-c3cc(OC)cc(OC)c3)nn2c1N1CCCC1,7.7,-3.5,-8,-1.6,-0.7,4,-0.8,10,-1
COc1cc(NC(=O)CN2C(=O)NC(C)(c3ccc(OC(F)F)cc3)C2=O)cc(OC)c1OC (configuration not stated),0.7,2.9,-20,2.9,-2.4,1,0.4,-1,-12
CCc1ccc(C2C(C#N)=C(N)N(N(C)C)C3=C2C(=O)CCC3)cc1 (configuration not stated),1.8,-3.9,-4,1.0,-0.7,0,-2.1,-3,-7
CN(C)NC(=O)c1csnc1-c1c(Cl)cccc1Cl,0.4,-3.2,-9,x,0.0,0,-4.3,-8,0
COc1ccc(NS(=O)(=O)c2cccc(C(=O)OCC(=O)c3c(N)n(C)c(=O)n(C)c3=O)c2)cc1,0.9,-0.8,2,-2.6,3.7,3,-1.6,10,5
Cc1ccc(-c2nc3c4ccccc4ccn3c2Cc2ccccc2)cc1,x,-1.9,3,-1.6,0.2,12,x,9,-4
O=C1NCN(c2ccccc2)C12CCN(C(c1ccccc1OC(F)(F)F)c1nnnn1C1CCCC1)CC2 (configuration not stated),x,0.2,1,-7.7,-0.3,-1,x,x,-1
COC(=O)C1=C(C)NC(=O)NC1c1ccc(N2CCC(c3ccccc3)=N2)cc1 (configuration not stated),-0.7,-4.0,2,-0.1,0.3,78*,1.2,11,-1
C[N+]1(CC(COCc2ccccc2)OC(=O)Cc2ccccc2)CCOCC1 (configuration not stated),-0.4,-1.0,2,x,1.0,1,1.5,7,0
CN1CCN(c2oc(-c3ccc([N+](=O)[O-])cc3)nc2C#N)CC1,-0.7,-2.2,x,x,x,-1,-2.9,13,x
Cc1sc2ncnc(NCC(O)c3ccc([N+](=O)[O-])cc3)c2c1C (configuration not stated),-1.0,-6.4,4,12,0.0,1,3.6,-1,3
Cc1sc2nc(CN3CCOCC3)nc(N3CCN(S(=O)(=O)c4ccccc4)CC3)c2c1C,0.1,-3.7,-16,-0.7,-0.9,0,0.2,4,0
O=P(O)(O)Cc1ccccc1OP(=O)(c1ccccc1)c1ccccc1,-0.2,-1.5,3,-2.5,-0.3,2,-1.0,11,-9
O=C(Nc1ccc(OC(F)(F)F)cc1)C1CCCN(S(=O)(=O)c2cccnc2)C1 (configuration not stated),0.0,-5.1,-4,-0.7,-0.5,-5,0.5,-12,0
Nc1nccnc1C(=O)OCC(=O)NNC(=O)c1ccccc1,-0.2,-2.0,-2,-2.0,-0.1,160*,0.4,12,4
N#Cc1c(-c2ccccc2)nc(-c2ccncc2)[nH]c1=O,9.1,0.5,1,0.5,0.6,7,1.2,12,1
COc1ccc(S(=O)(=O)N2CCN(C(=O)c3oc4ccccc4c3C)CC2)cc1,16,0.0,-3,-0.3,-3.7,-1,-1.0,0,-6
O=C(CN1CCC(n2nnc3ccccc32)CC1)Nc1ccc2c(c1)CCC2,-0.3,-4.4,-6,x,0.8,-3,-0.4,-14,5
O=C(N/N=C/c1ccc(O)cc1)c1nc(-c2ccccc2)n(-c2ccccc2)n1,-1.1,-2.3,-5,-0.9,-0.4,-2,-3.6,17,1
CCc1cc(=O)oc2cc(C)cc(OCC(=O)NCc3cccnc3)c12,0.8,-0.7,3,2.7,0.7,72*,-1.6,-1,-2
CCCNC(=O)c1ccc(Cn2cc(C(F)(F)F)ccc2=O)cc1,-1.2,-2.3,-6,-0.9,0.1,0,2.3,3,-4
COC(=O)C1=C(C)N(Cc2ccccc2)C(=NCc2ccc(OC)cc2)N[C@H]1c1cccc(F)c1,-1.5,-3.6,-15,3.1,-0.7,0,1.2,4,-3
COc1ccc(N2CCN(C(=O)CCn3nnc4ccccc43)CC2)cc1,-1.2,-1.5,4,1.4,1.2,-1,3.8,2,5
Cc1cc(Br)ccc1OCCOCCN1CCCC1,1.6,1.5,u,-2.4,2.6,1,-0.1,12,5
CCOC(=O)c1c(SCCN2CCCCC2)n(-c2ccccc2)c(=S)n(-c2ccccc2)c1=O,-0.3,-1.6,1,x,-0.2,0,x,-1,4
O=S(=O)(c1ccc(F)cc1)N1CCN(c2nc(-c3cccnc3)nc3ccccc23)CC1,0.9,-1.5,-19,-3.1,-10,4,-1.4,4,-2
COc1cc2c(cc1OC)C(NNC(=O)c1ccc(Br)o1)=NC(C)(C)C2,0.3,0.3,1,14,1.4,-2,-2.8,28,0
C=CCOc1ccccc1CN1CCCCCC1,0.7,-2.0,20,-0.4,2.1,1,0.0,-7,0
CCCCOc1ccc(-c2nnn(CC(=O)NCc3ccco3)n2)cc1,-0.3,-3.3,-7,0.4,1.4,1,3.4,-6,-2
Cc1cc(C)c(OCC(=O)OCC(=O)N2CCN(C(=O)c3ccco3)CC2)c(C)c1,0.7,-0.6,6,x,1.3,1,-2.3,3,0
Cc1ccc(-c2nnn(CCOc3cccc(Br)c3)n2)cc1,1.0,-0.1,-7,x,-0.3,-2,-1.0,5,-1
C=C(C)C(=O)Nc1cccc(C2=NOC3(C2)C[C@@H](C(N)=O)N(C(=O)c2ccc(OC)cc2)C3)c1 (some centres not stated),-0.7,-0.7,1,-0.8,-0.1,-1,2.3,7,-14
C=CCNC(=S)NCc1ccccc1,-1.9,-1.1,8,x,1.1,3,2.4,6,5
CC(C)Oc1ccc(NC(=O)C2CCCNC2=O)cc1 (configuration not stated),-0.9,-1.5,-21,-1.5,-2.3,0,0.5,-2,-2
O=c1c([N+](=O)[O-])cccn1Cc1ccc(F)cc1Cl,-0.7,-1.0,-4,x,-0.1,-2,-1.0,6,-5
O=C(Nc1ccc(N2CCOCC2)c(F)c1)c1cccs1,-1.3,-2.0,5,2.5,1.5,-1,0.9,-1,1
CCn1c(C(C)NC(=O)c2cccs2)nc2ccccc21 (configuration not stated),0.0,-3.6,-4,0.2,0.3,-3,1.2,1,-6
O=C(NCc1cccnc1)c1ccc(Cl)c(Cl)c1,0.7,-3.3,-6,1.9,-0.3,5,-1.4,2,-2
COc1ccc(-c2cc(C(=O)N3CCCCCC3)c3cc(C)ccc3n2)cc1,-1.3,-1.7,1,1.3,1.5,153*,-0.7,11,-1
O=C(CN(C(=O)c1ccccc1)N1C(=O)CCC1=O)c1cccs1,-0.1,-2.6,-11,-1.0,-2.4,1,0.4,1,2
c1ccc(-c2cc3n(c2)CCc2ccccc2-3)cc1,0.7,0.5,-3,x,0.3,1,-1.1,0,-3
CC(C)CNc1oc(-c2ccc(F)cc2)nc1C#N,5.5,-3.0,-5,-1.2,-0.4,128*,0.7,14,-4
Cc1cc(-c2csc(N)n2)c(C)n1CCC(C)C,-1.4,-2.1,-54,-1.0,2.3,2,1.0,12,-24
CC(C)NC(=O)c1cccc(Cn2cc(Cl)cn2)c1,1.3,-0.6,3,2.1,0.6,-1,2.5,-15,-2
COc1ccc([N+](=O)[O-])cc1N(CC(=O)N1CCCC1)S(C)(=O)=O,-2.1,-2.5,2,x,0.0,-3,3.5,2,-3
CCOC(=O)C1CCCN(C2CC(=O)N(c3ccc(C)cc3)C2=O)C1 (configuration not stated),1.1,0.6,-8,-1.6,u,2,1.8,1,1
CC(C)(C)C(=O)Nc1c2c(nn1-c1ccc(F)cc1)CSC2,3.9,0.8,-3,-2.2,0.9,0,0.0,-1,-3

# Random excerpt: 2 compounds from above.
SMILES,PfHsp40 yeast,FadD28 FP inh,BoNT F protease,BioA inh,BoNT-A LC inh2,FBA Mtb inh,Mtb UGM inh,GDH-TPI inh,Anthrax LF inh2
CCc1cc(=O)oc2cc(C)cc(OCC(=O)NCc3cccnc3)c12,0.8,-0.7,3,2.7,0.7,72*,-1.6,-1,-2
CCCCOc1ccc(-c2nnn(CC(=O)NCc3ccco3)n2)cc1,-0.3,-3.3,-7,0.4,1.4,1,3.4,-6,-2

# Further entries.
SMILES,PfHsp40 yeast,FadD28 FP inh,BoNT F protease,BioA inh,BoNT-A LC inh2,FBA Mtb inh,Mtb UGM inh,GDH-TPI inh,Anthrax LF inh2
Cc1ccsc1CN(C)C(=O)CCc1nnc(COc2ccccc2)o1,0.4,-3.0,-6,x,-0.4,2,1.9,1,0
O=C(/C=C/c1ccc([N+](=O)[O-])cc1)Nc1cccc(C(=O)Nc2ccccc2C(=O)O)c1,2.6,-13,10,-1.8,-0.4,-2,4.2,20,-4
COc1ccc(C(=O)Nc2ccc(C(=O)N3CCOCC3)cc2)cc1OC,-2.1,-0.1,9,-0.3,2.2,-2,0.8,16,5
Cc1cc(=O)n2[nH]c(CCC(=O)O)nc2n1,1.2,-2.9,6,x,0.1,1,2.7,16,4
Cc1cc(=O)oc2cc(O)cc(OCc3ccccc3)c12,-0.5,0.3,-2,x,0.1,+,x,31*,1
CC1(C)Cc2c(c(N3CCCC3)nc3sc(C(=O)Nc4ccccc4)c(N)c23)CO1,0.6,-0.7,4,x,1.8,34*,-4.2,29,2
